Screens as filed in PubChem BioAssay.
Mtb FBA inh – Mtb fructose-bisphosphate aldolase inhibition | P9WQA3 | purified M. tuberculosis FBA, fluorescence read-out | inhibition, % at 1 µM | 2.3% of 360,000 active | AID 588726; in the data active = inhibition above about 27%;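 also: 0% = vehicle and 100% = reference inhibitor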
Target sequence (P9WQA3 whole entry, looked up): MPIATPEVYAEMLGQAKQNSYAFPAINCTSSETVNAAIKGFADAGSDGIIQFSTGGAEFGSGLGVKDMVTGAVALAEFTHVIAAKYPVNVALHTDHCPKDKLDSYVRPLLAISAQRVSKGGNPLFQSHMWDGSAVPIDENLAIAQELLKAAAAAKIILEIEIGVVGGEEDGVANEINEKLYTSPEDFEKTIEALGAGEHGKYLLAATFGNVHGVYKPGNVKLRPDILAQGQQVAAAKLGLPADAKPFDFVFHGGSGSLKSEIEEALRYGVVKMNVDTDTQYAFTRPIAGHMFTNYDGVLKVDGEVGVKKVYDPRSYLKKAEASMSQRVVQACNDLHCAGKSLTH
GDH-TPI counter – inhibits GDH-TPI coupling enzymes, artifact for Mtb FBA screen. GDH-TPI coupled enzyme counterscreen, NADH absorbance. inhibition, % at 4.8 µM. 1.2% of 360,000 active; in the data active = inhibition above about 30%;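 also: 0% = DMSO wells and 100% = wells lacking the enzyme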
Mtb UGM inh – inhibitors of M. tuberculosis UDP-galactopyranose mutase. purified UGM, fluorescence polarization probe displacement. AID 504406. inhibition, % at 10 µM. 0.06% of 320,000 active. P9WIQ1; in the data active = inhibition above about 10%, passing the limit was not always enough; inconclusive = no clear call, values can overlap the other calls
Target sequence (P9WIQ1 whole entry, looked up): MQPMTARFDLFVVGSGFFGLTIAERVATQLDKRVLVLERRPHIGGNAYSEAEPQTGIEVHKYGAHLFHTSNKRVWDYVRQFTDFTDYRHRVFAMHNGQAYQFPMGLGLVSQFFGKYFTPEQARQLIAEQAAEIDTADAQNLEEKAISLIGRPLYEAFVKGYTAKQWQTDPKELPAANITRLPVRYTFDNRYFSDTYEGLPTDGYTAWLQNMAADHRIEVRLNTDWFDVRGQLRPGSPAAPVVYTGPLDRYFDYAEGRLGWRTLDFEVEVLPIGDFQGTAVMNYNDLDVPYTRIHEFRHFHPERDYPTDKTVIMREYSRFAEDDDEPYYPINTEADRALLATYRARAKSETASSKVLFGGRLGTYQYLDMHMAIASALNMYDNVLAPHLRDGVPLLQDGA
PfHsp40 rescue – restores yeast growth despite PfHsp40 toxicity; S. cerevisiae expressing PfHsp40, growth rescue, ATP luminescence; growth rescue, % at 12.5 µM; 0.68% of 340,000 active; AID 504582; in the data active = growth rescue above about 28%, passing the limit was not always enough; inconclusive = no clear call, values can overlap the other calls;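 also: yeast W303a lacking pdr1 and pdr3 grown in galactose medium; growth measured after three days at 30 °C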
BoNT F protease – BoNT F light chain protease inhibition. 0.22% of 360,000 active. AID 588497. inhibition, % at 10 µM. Multiplex microsphere protease cleavage assay, flow cytometry; in the data active = inhibition above about 35%, passing the limit was not always enough; inconclusive = no clear call, values can overlap the other calls; also: plate controls were buffer without enzyme for full effect and enzyme alone for no effect
FadD28 binding – blocks FadD28 binding to the bisubstrate probe | fluorescence polarization | inhibition, % at 12.5 µM | 0.22% of 360,000 active; in the data active = inhibition above about 8.5%, passing the limit was not always enough; inconclusive = no clear call, values can overlap the other calls
Anthrax LF inh2 – blocks Bacillus anthracis lethal factor protease; multiplex microsphere protease cleavage assay, LF; inhibition, % at 10 µM; P15917; 0.12% of 360,000 active; also: plate controls were buffer without enzyme for full effect and enzyme alone for no effect
Mtb BioA inh – inhibitors of Mycobacterium tuberculosis BioA enzyme; purified M. tuberculosis BioA enzyme, plate reader; inhibition, % at 9.99 µM; AID 602481; 0.096% of 360,000 active; in the data active = inhibition above about 40%; inconclusive = no clear call, values can overlap the other calls
BoNT-A LC inh2 – blocks Botulinum neurotoxin A light chain protease; multiplex microsphere protease substrate cleavage, flow cytometry; inhibition, % at 10 µM; 0.17% of 360,000 active; AID 588499; also: plate controls were buffer without enzyme for full effect and enzyme alone for no effect
Starred values were filed as active, the others as inactive; ? = inconclusive; nt = not tested or not shown. Rule as the data show it, unless noted: active = inhibition above about 30%; inconclusive = no clear call, values can overlap the other calls; inactive = below that.

SMILES | Mtb FBA inh | GDH-TPI counter | Mtb UGM inh | PfHsp40 rescue | BoNT F protease | FadD28 binding | Anthrax LF inh2 | Mtb BioA inh | BoNT-A LC inh2
Cc1ccc(C)c(NC(=O)CN(C)C(=O)Cc2ccc(Cl)cc2Cl)c1 | 0.2 | 1.5 | 1.8 | 0.1 | 14.4 | -0.9 | 5.9 | 1.5 | -3.0
CC1CCN(CC(=O)c2ccccc2Cl)CC1 | 1.0 | 4.0 | -4.0 | -1.3 | -5.7 | -1.6 | 1.6 | 1.7 | -0.6
Cc1cccc(C(=O)OCC(=O)Nc2c(C)n(C)n(-c3ccccc3)c2=O)c1 | -1.9 | -2.9 | -0.1 | -2.2 | 4.4 | -2.5 | 0.8 | -0.7 | 0.1
CC1CCCCN1S(=O)(=O)c1ccc(NC(=O)c2ccco2)cc1 (configuration not stated) | -0.4 | -3.0 | 1.2 | -0.8 | -2.9 | -4.9 | -1.1 | 3.4 | ?
CCN(CC)CCNC(=O)c1cc(-c2ccco2)nc2ccccc12 | 82.3* | 5.1 | -1.8 | 0.6 | -4.6 | 1.5 | 1.7 | nt | 0.9
CN1CCN(Cc2coc3c(Cl)cc(Cl)cc3c2=O)CC1 | 1.4 | 2.5 | -2.5 | 0.1 | 4.7 | -0.5 | -1.5 | -2.1 | 2.3
CCn1c(-c2cc3c(C(F)(F)F)nn(C)c3s2)n[nH]c1=S | 13.0 | 21.8 | -1.2 | 5.2 | -4.7 | 1.0 | -3.3 | -1.0 | -1.2
CC1CCCCC12NC(=O)N(CC(=O)Nc1ccc(S(=O)(=O)N3CCOCC3)cc1)C2=O (configuration not stated) | 1.4 | 1.0 | -0.6 | 21.7 | 9.1 | 2.6 | -13.0 | -1.7 | 2.1
CNc1nc(-c2cccs2)cc(C(F)(F)F)c1C#N | 58.1* | -1.6 | -0.4 | 0.0 | -2.9 | -4.6 | -3.0 | nt | 2.1
CCOC(=O)C1CCCN(C(=O)c2cn(C)c3ccc(S(=O)(=O)N4CCCC4)cc3c2=O)C1 (configuration not stated) | 1.5 | 20.6 | -1.6 | -0.9 | 4.0 | -0.6 | -0.1 | -0.2 | ?
O=C(OCc1nc2ccccc2s1)c1ccccc1O | 4.5 | 5.4 | -4.7 | -0.5 | -3.5 | -1.8 | 1.0 | nt | 0.2
Cc1c(OCC(=O)NCC2CCC(C(=O)O)CC2)ccc2c(-c3ccccc3)cc(=O)oc12 (configuration not stated) | 1.4 | 18.8 | -1.3 | 0.2 | 2.6 | -1.5 | 4.3 | 1.5 | -0.6
COc1cccc(/C=N/NC(=O)C(=O)N2CCCC2)c1 | 0.0 | -0.4 | -1.5 | -0.1 | 2.4 | -0.5 | -1.8 | 0.0 | 0.1
O=C(NC1CCCC1)C1CCC(CNS(=O)(=O)c2ccccc2)CC1 (configuration not stated) | -1.8 | -7.7 | -0.1 | -0.8 | -11.0 | -3.5 | -0.2 | -1.6 | 0.3
CSc1ccc(Cn2c(C)c(C(=O)NCc3ccc(C(C)C)cc3)sc2=O)cc1 | 0.7 | 4.3 | nt | nt | 5.8 | -10.4 | 4.5 | 0.5 | -0.2
COc1ccccc1C(=O)COC(=O)CN1C(=O)NC2(CCCC2)C1=O | -0.3 | 5.3 | 2.0 | -0.3 | nt | -2.8 | nt | nt | nt
COc1ccc(N(C)C(=O)C2CCCN2S(=O)(=O)c2cccc3nsnc23)c(OC)c1 (configuration not stated) | 2.8 | 21.6 | -1.4 | -1.4 | 3.8 | -0.2 | 2.2 | -3.2 | 2.3
CCN(c1cccc(C)c1)c1nc2ccsc2c(=O)s1 | 1.5 | 13.7 | 0.3 | 1.9 | 6.0 | -11.3 | 1.1 | nt | -0.8
CCc1noc(C)c1C(=O)N(Cc1ccccc1)c1c(N)n(CCOC)c(=O)[nH]c1=O | 0.4 | 3.8 | 0.2 | 0.2 | 2.3 | 0.4 | -4.1 | 0.6 | 3.2
COCCN(C(=O)COC(=O)CNC(=O)c1cccs1)c1c(N)n(Cc2ccccc2)c(=O)[nH]c1=O | 0.6 | -2.5 | 0.3 | -0.1 | -1.9 | -1.2 | -3.2 | nt | -0.2
COc1cccc(N2CCN(C(=O)CCCCCn3c(=S)[nH]c4cc5c(cc4c3=O)OCO5)CC2)c1 | -1.6 | 12.1 | -1.3 | -1.3 | 0.4 | -1.6 | 0.2 | -2.3 | 0.7
O=C(CCS(=O)(=O)c1ccccc1)Nc1ccc2c(c1)C(=O)NC2=O | 50.4* | 0.6 | -0.6 | 0.1 | 1.3 | -2.2 | 5.8 | nt | -0.3
CCOC(=O)Cn1c(=O)oc2cc(S(=O)(=O)NCCc3ccc(C)cc3)ccc21 | -0.8 | 6.6 | -2.0 | -0.6 | -0.4 | 0.4 | -0.8 | 0.0 | -0.3
OC(c1ccc(Cl)c(F)c1)c1ncc(-c2ccccc2C(F)(F)F)[nH]1 (configuration not stated) | -4.4 | -11.1 | nt | nt | 3.1 | -4.0 | -1.5 | 1.6 | 0.1
Cc1cc(NC(=O)CSCC(=O)OCC(=O)Nc2cc(C)c(C)cc2[N+](=O)[O-])no1 | 1.7 | 7.2 | -0.6 | -0.8 | ? | -1.4 | 4.0 | nt | -4.8
CCOC(=O)c1cnc2nc(NCc3ccc(OC)c(OC)c3)[nH]n2c1=O | 0.6 | 1.5 | 0.9 | 0.1 | -5.1 | -3.1 | -1.0 | -2.1 | -0.2
O=Cc1ccc(F)c([B-](F)(F)F)c1 | 1.6 | 10.4 | nt | 0.0 | -5.5 | 0.6 | -3.3 | -1.0 | -0.2
CCOC(=O)C1=C(c2ccccc2)NC(=S)NC1c1cc([N+](=O)[O-])ccc1OC (configuration not stated) | 1.5 | 12.7 | -0.8 | 0.1 | 18.4 | -4.3 | 7.0 | -1.3 | 1.7
Cc1nc(NC(=O)CSc2nnc(Cn3nnc4ccccc43)n2C)sc1C | 1.7 | -0.7 | 1.4 | -0.6 | 0.8 | -2.7 | -0.1 | nt | 0.2
Cc1ccc2[nH]c3c(=O)n(CCCN4CCOCC4)cnc3c2c1 | 12.7 | 8.2 | -2.4 | -0.6 | 3.0 | -2.0 | 0.3 | -1.0 | 0.5
O=C(N/N=C/c1c(O)n(CCc2ccccc2)c(=O)[nH]c1=O)c1ccccc1 | 3.5 | 1.5 | 1.3 | nt | nt | -1.2 | nt | -5.8 | nt
CCCCN(C(=O)NC(=O)Nc1ccccc1OC)S(C)(=O)=O | 1.8 | 14.8 | -2.4 | -0.5 | -19.3 | -0.1 | 2.6 | -2.6 | -0.1
Cc1c(NS(=O)(=O)c2ccc(N)cc2)c(=O)n(-c2ccccc2)n1C | 2.9 | 3.4 | 0.3 | 2.6 | -6.9 | -0.3 | -2.2 | -1.0 | 0.3
O=C1NCCN1C(=O)c1cccc(Cl)c1 | -3.4 | 0.9 | -1.4 | -1.2 | 15.2 | -3.5 | 0.2 | -2.4 | 0.4
CCOC(=O)N1CCC(Nc2ccc3nnc(-c4ccccc4)n3n2)CC1 | 0.0 | 1.9 | 7.3 | 0.7 | -3.7 | -13.9 | -2.6 | 1.6 | -0.1
Fc1ccc(OCCOCCN2CCCC2)cc1 | 1.4 | 7.1 | 2.0 | -1.5 | -9.0 | -3.2 | -11.1 | nt | 0.0
N#Cc1c(NC(=O)CCCN2C(=O)c3ccccc3C2=O)oc(-c2ccccc2)c1-c1ccccc1 | 1.2 | 9.7 | 2.2 | -0.1 | -7.5 | -2.1 | -7.3 | -1.5 | 0.0
CCOC(=O)c1c(-c2ccc(C)o2)csc1NC(=O)CN1CCCCC1 | -3.2 | 4.9 | 0.4 | 1.1 | -7.1 | -4.1 | -4.8 | -1.9 | -0.5
Cc1noc(C)c1NC(=O)NC(c1ccccc1)c1ccccc1 | 3.0 | 21.1 | -0.1 | -0.3 | ? | -2.0 | -23.7 | nt | -4.9
Cc1nn(-c2ccccc2)c2sc(C(=O)NC3CCCCC3)cc12 | 12.5 | 17.2 | 2.0 | -0.8 | -5.3 | -0.8 | 3.9 | -3.6 | 1.2
CS(=O)(=O)N(Cc1ccccc1)c1ccccc1C(=O)N1CCN(c2ccccc2)CC1 | 3.0 | 2.1 | -1.4 | -0.2 | 3.4 | -2.2 | -0.3 | 1.6 | -1.4
O=C(c1ccc2c(c1)OCO2)N1CCN(S(=O)(=O)c2ccc(Cl)cc2)CC1 | 11.2 | 1.5 | 1.3 | 1.0 | 3.9 | 0.2 | 9.7 | 0.5 | -0.1
CC(=O)C(N=Nc1ccccc1)(Sc1nnc(-c2ccccc2)n1-c1ccccc1)C(C)=O | -4.9 | 5.7 | -2.2 | 0.1 | -2.8 | -4.4 | 1.4 | -0.9 | -2.4
O=C(CSCc1c(Cl)cccc1Cl)NCc1cccnc1 | 1.3 | 5.0 | 0.3 | 0.1 | 1.5 | -1.7 | -3.5 | 0.2 | 0.5
CCOC(=O)N1CCC(N(CCN(C)C)C(=S)Nc2ccccc2OCC)CC1 | 5.8 | 12.8 | -2.1 | -1.7 | -0.5 | -2.4 | -6.3 | nt | 0.2
CC(C)(C)c1ccc(/C=N/NC(=O)C(=O)NCCCN2CCOCC2)cc1 | 0.0 | 1.1 | -0.5 | -0.3 | -4.9 | -2.4 | 1.8 | nt | 0.4
COc1ccc(N2CCN(C(=O)COC(=O)CCOc3ccc(C)cc3)CC2)cc1 | 0.0 | -5.0 | -1.4 | 0.3 | 11.8 | -3.8 | 1.0 | nt | 8.2
O=C(CN1CCSC1=O)Nc1ccc(N2CCOCC2)cc1 | 2.0 | 0.0 | nt | -0.4 | -5.4 | -0.8 | -0.5 | 0.8 | 2.1
Cc1ccc(NC(=O)Cn2c(=O)n(CCCCC(=O)NCc3ccco3)c(=O)c3ccccc32)cc1 | 3.6 | -5.8 | 2.9 | -0.1 | 2.6 | 0.3 | -0.5 | -2.1 | 0.2
COCCCN1C(=O)c2ccc(C(=O)OCC(=O)NCc3cccc(OC)c3)cc2C1=O | -4.1 | -2.5 | -2.0 | -0.2 | -5.3 | -2.5 | 0.4 | -0.1 | 2.0

Reprinted from the entries so far, three compounds:
SMILES | Mtb FBA inh | GDH-TPI counter | Mtb UGM inh | PfHsp40 rescue | BoNT F protease | FadD28 binding | Anthrax LF inh2 | Mtb BioA inh | BoNT-A LC inh2
CS(=O)(=O)N(Cc1ccccc1)c1ccccc1C(=O)N1CCN(c2ccccc2)CC1 | 3.0 | 2.1 | -1.4 | -0.2 | 3.4 | -2.2 | -0.3 | 1.6 | -1.4
O=C(c1ccc2c(c1)OCO2)N1CCN(S(=O)(=O)c2ccc(Cl)cc2)CC1 | 11.2 | 1.5 | 1.3 | 1.0 | 3.9 | 0.2 | 9.7 | 0.5 | -0.1
CC(=O)C(N=Nc1ccccc1)(Sc1nnc(-c2ccccc2)n1-c1ccccc1)C(C)=O | -4.9 | 5.7 | -2.2 | 0.1 | -2.8 | -4.4 | 1.4 | -0.9 | -2.4

The listing continues:
SMILES | Mtb FBA inh | GDH-TPI counter | Mtb UGM inh | PfHsp40 rescue | BoNT F protease | FadD28 binding | Anthrax LF inh2 | Mtb BioA inh | BoNT-A LC inh2
CCOCCCn1c(SCC(=O)N2CCOCC2)nc2ccccc2c1=O | -0.1 | -0.8 | -1.3 | -0.3 | 6.7 | -0.1 | -0.5 | -3.7 | 2.4
CC(SCc1ccccc1)C(=O)Nc1ccccc1F (configuration not stated) | nt | nt | -1.3 | -0.7 | nt | -1.0 | nt | -0.7 | nt
O=c1cc2c(c(-c3ccccc3)n1Cc1ccccc1)[C@@H](CCO)NC2 | 3.0 | -2.1 | nt | -0.1 | -3.1 | -2.7 | 6.7 | -2.2 | 0.7
CCOc1ccc(CN(C)CC(=O)Nc2ccc(N3CCOCC3)cc2)cc1OC | -3.0 | 0.4 | 1.6 | -1.9 | 2.0 | -3.7 | -1.3 | nt | -0.1
O=C(CN1CCN(c2ccc(C(F)(F)F)cn2)CC1)Nc1ccc2c(c1)OCO2 | -1.0 | -0.8 | -0.1 | 1.1 | 11.0 | -0.2 | 2.8 | nt | 0.2
CCCN1CCN(C(=O)c2nn(-c3ccc(OC)cc3)c(=O)c3c2c2ccccc2n3C)CC1 | 2.2 | 13.2 | -1.1 | 0.3 | -1.5 | 0.0 | -0.4 | nt | 0.4
